# Screens: PubChem, several laboratories
# Salmonella PhoP GFP = PhoP-dependent GFP reporter repression – Salmonella Typhimurium, primary screen (AID 1863). one-dose inhibition, % at 50 µM; IC50 in µM for titrated hits. S. Typhimurium PhoP-regulated promoter GFP reporter, 4 h; higher % means a stronger effect. 300,000 compounds, 0.16% hits;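 active = inhibition over 29.93%, a cutoff 3 SD above the screen mean, later confirmed by dose response; inconclusive = inhibition over 29.93% but no dose response follow-up; inactive = inhibition at most 29.93% or unconfirmed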;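 note: 0% = low Mg2+ inducing control and 100% = high Mg2+ repressing control; strong numbers were not always called active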
# GPR55 activation = selective activators of receptor GPR55 – imaging, U2OS cells, beta-arrestin-GFP redistribution, primary screen (AID 1961). U2OS GPR55 beta-arrestin-GFP redistribution imaging; higher % means a stronger effect. activation, % at 10 µM; hits with a dose series show EC50 in µM. 290,000 compounds, 0.048% hits;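 active = activation above 40% with more than 50 cells counted in the well; inconclusive = wells holding fewer than 50 cells, flagged as toxic or sparse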;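 note: U2OS osteosarcoma cells stably expressing GPR55 and beta-arrestin-GFP; plate controls were DMSO negative control for no effect and LPI positive control for full effect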
# KOR beta-arrestin-1 = kappa opioid receptor blockers – cell-based, luminescence, uHTS (AID 1778). KOR beta-arrestin recruitment, luminescence, antagonist mode; higher % means a stronger effect. inhibition, % at 10 µM, or IC50 in µM where a hit was titrated. 290,000 compounds, 0.091% hits; in the data active = inhibition above about 50%; note: strong numbers were not always called active
# KOR beta-arrestin-2 = kappa opioid receptor activators – cell-based, luminescence, uHTS, primary screen (AID 1777). KOR beta-arrestin recruitment, luminescence; higher % means a stronger effect. activation, % at 10 µM; hits with a dose series show EC50 in µM. 280,000 compounds, 0.02% hits; in the data active = activation above about 50%, passing the limit was not always enough; note: a part of the inactive calls stands beside numbers as strong as those of hits
# GPR35 arrestin U2OS = GPR35 antagonists blocking zaprinast-driven arrestin recruitment, primary screen, imaging, U2OS, beta-arrestin-GFP, zaprinast agonist (AID 2058) | U2OS GPR35 beta-arrestin-GFP translocation imaging, zaprinast antagonism; higher % means a stronger effect | 290,000 compounds, 0.052% hits | one-dose inhibition, % at 10 µM; IC50 in µM for titrated hits;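 active = inhibition of at least 50% with at least 30 cells and total cytoplasm GFP at most 10,000,000; inconclusive = under 30 cells or total GFP of 10,000,000 plus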
# West Nile antiviral = inhibition of WNV-induced cytopathic effect – cell-based, CPE readout (AID 1621). West Nile virus-infected cells, CPE inhibition; higher % means a stronger effect. one-dose CPE inhibition, % at 10 µM; IC50 in µM for titrated hits. 290,000 compounds, 0.02% hits; in the data active = a potency from the dose series; inconclusive = CPE inhibition mostly from about 3.7% at the one dose, without a potency; inactive = the rest, 99 in 100 with CPE inhibition below about 2.2%; note: strong numbers were not always called active
# GPR55 LPI antagonism = inhibition of LPI-stimulated GPR55 beta-arrestin translocation – imaging, U2OS, beta-arrestin-GFP, LPI agonist, primary screen (AID 2013); U2OS GPR55 beta-arrestin-GFP translocation imaging, LPI antagonism; higher % means a stronger effect; inhibition, % at 10 µM; hits with a dose series show IC50 in µM; 290,000 compounds, 0.13% hits;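 active = spots per cell inhibited over 60%, with over 100 cells counted and total cytoplasm intensity under 500,000; inconclusive = wells with under 100 cells, flagged as likely toxic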;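 note: U2OS cells stably carrying GPR55 and arrestin-GFP stimulated by 5 µM LPI near EC80; imaged beta-arrestin-GFP aggregate spots per cell after agonist stimulation; plate controls were LPI-stimulated DMSO wells for no effect and DMSO wells without LPI for full effect; some results filed as inactive read as strong as hits; confirmed hits need IC50 under 10 µM and bright autofluorescent wells are also inconclusive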
# T cell modulator = T cell immune modulators affecting CD8 T cell-vesicle binding; 2C CD8+ T cell-vesicle binding, flow cytometry; stronger effect = lower value; 330,000 compounds, 0.068% hits; calls only at 7 µM;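 active = response, share of CD8 T cells binding vesicles, and their 90th percentile fluorescence all below set limits, cut at about 80% in these data, passing the limit was not always enough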
#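 Assay system: 2C TCR transgenic mouse naive CD8+ T cells, MACS-purified | Read-out: CD8+ gate FL2 mean fluorescence as % of same-row positive control | Signal: High-throughput flow cytometry with anti-B7-1 and anti-CD8 staining | Timing: Binding step 1.5 h, 37 °C, antibody labelling 20 min, ice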
# NTR1 agonist = agonists of NTR1, primary screen, imaging, U2OS cells, beta-arrestin-GFP, high content (AID 493036) | P30989 | NTR1-U2OS beta-arrestin-GFP spot imaging, agonist mode | activation, % at 20 µM | 330,000 compounds, 0.17% hits;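 active = activation at or above 40% of the spot to cytoplasm intensity ratio, with at least 20 cells analyzed; inconclusive = wells under 20 cells, flagged as cytotoxic or low count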;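 note: 0% = DMSO without peptide and 100% = 100 nM NTR1 peptide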
# Target sequence (P30989 whole entry, looked up): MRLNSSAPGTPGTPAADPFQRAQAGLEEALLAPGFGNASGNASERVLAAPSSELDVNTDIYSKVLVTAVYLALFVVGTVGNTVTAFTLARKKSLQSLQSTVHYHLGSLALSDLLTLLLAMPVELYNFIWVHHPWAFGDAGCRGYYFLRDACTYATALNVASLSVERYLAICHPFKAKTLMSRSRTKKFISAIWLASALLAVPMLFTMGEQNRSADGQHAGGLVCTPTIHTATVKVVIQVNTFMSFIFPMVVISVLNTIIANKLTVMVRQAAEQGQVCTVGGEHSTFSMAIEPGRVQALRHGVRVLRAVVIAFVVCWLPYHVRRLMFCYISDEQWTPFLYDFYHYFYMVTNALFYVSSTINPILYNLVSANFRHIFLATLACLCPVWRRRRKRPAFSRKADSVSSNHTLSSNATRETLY
# T cell modulator vesicle-bound % = recorded beside T cell modulator, whose call it bears; double positive events, %; measured here: CD8+ vesicle-bound cell fraction;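 binding gate set so that unloaded-vesicle control wells show 10% double positive cells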
# NTR1 agonist cell count 20 µM = second read-out of NTR1 agonist, no call of its own (marks repeat the call); cell count; measured here: cell count, cytotoxicity flag
# * marks the source's active call; other numbers are inactive results; i = inactive; u = inconclusive; x = not tested or not shown; [ ] = dose if it differs, or a comment.
cpd	SMILES	Salmonella PhoP GFP	GPR55 activation	KOR beta-arrestin-1	KOR beta-arrestin-2	GPR35 arrestin U2OS	West Nile antiviral	GPR55 LPI antagonism	T cell modulator	T cell modulator vesicle-bound %	NTR1 agonist	NTR1 agonist cell count 20 µM
1	CC(C)C(=O)Nc1ccc(C(=O)NNC(=O)NC2CCCCC2)cc1	-10%	-0.1%	-6%	2.2%	-6%	0.0%	12%	i	6	1.5	65
2	N#CC1=C(N)Oc2cc(O)ccc2C1c1cccnc1 (stereo unspecified)	-1%	0.4%	-29%	-1.1%	-7%	-0.8%	2%	i	46	0.2	85
3	O=C(Nc1ccc(S(=O)(=O)Nc2nccs2)cc1)c1ccc(N2C(=O)c3ccccc3C2=O)cc1	-1%	-0.1%	-48%[20 µM]	-2.6%	-13%	0.8%	2%	i	58	1.4	83
4	COc1ccc(C(=O)Cn2c(=O)c(CCC(=O)O)nn3c4ccccc4nc23)cc1OC	8%	-0.2%	7%	-0.7%	-1%	-0.1%	13%	i	19	0.0	43
5	CNC(=O)/C(C#N)=C1/SC(Cc2ccc(F)cc2)C(=O)N1c1ccccc1 (stereo unspecified)	12%	-0.1%	25%	3.0%	2%	0.1%	5%	i	20	0.0	52
6	NC(=O)C1CC(=O)N(c2ccc(OCc3c(Cl)cccc3Cl)cc2)C1 (stereo unspecified)	-3%	0.3%	-44%	-0.5%	34%	-0.1%	6%	i	39	0.2	80
7	COc1ccc(CCNC(=O)C2CC(c3ccccc3[N+](=O)[O-])=NO2)cc1 (stereo unspecified)	5%	0.0%	25%	-2.1%	-18%	-0.1%	11%	i	12	-1.1	102
8	Cc1cc(C)nc(NC(=O)c2ccc3c(c2)OCO3)c1	-6%	1.0%	-26%	-0.2%	-13%	-0.8%	13%	i	54	1.5	55
9	O=S(=O)(c1ccc2nc(Nc3ccccc3)ccc2c1)N1CCCCC1	-4%	-0.1%	-28%	6.6%	-1%	0.7%	-11%	i	4	11	61
10	C/C(=N\NC(=O)c1ccc(CSc2nc(C)cc(C)n2)cc1)C1CCCCC1	-4%	0.2%	-17%	4.9%	10%	-0.4%	4%	i	62	2.2	63
11	COc1ccc(N2CCN(c3n[nH]c(N)n3)CC2)cc1	-7%	-0.1%	-32%[20 µM]	-1.9%	6%	0.2%	3%	i	55	-0.1	40
12	CN(C)CCNc1ncnc2c1cnn2-c1ccc(Cl)cc1	8%	-0.2%	10%	-3.1%	12%	u	15%	i	39	0.7	79
13	O=C(NC1CCSc2ccccc21)c1ccc(F)c(S(=O)(=O)N2CCOCC2)c1 (stereo unspecified)	2%	0.0%	-29%	2.8%	11%	-0.1%	-15%	i	58	-0.1	64
14	CC(C)NC(=O)CCCN1C(=O)c2ccccc2Sc2ncccc21	-5%	-0.1%	-36%	-2.2%	-3%	-0.3%	-9%	i	34	1.4	85
15	CN1CCN(NC(=O)c2ccccc2F)CC1	-11%	0.0%	-22%	5.0%	-1%	0.1%	-6%	i	65	-0.2	65
16	C=CCN(Cc1cc(OC)ccc1OC)C(=O)c1cc2ccc(OC)cc2[nH]1	20%	0.0%	-16%	-8.5%	-9%	-0.9%	-4%	i	15	1.9	101
17	COC(=O)c1sc(C(F)(F)F)c(-c2ccccc2)c1S(=O)(=O)N(C)C	-4%	0.6%	16%	0.2%	3%	0.8%	5%	i	29	-0.7	41
18	CCOC(=O)c1nnn(-c2nonc2N)c1-c1ccc(Br)cc1	7%	-0.4%	-12%	-5.9%	-1%	-1.1%	-7%	i	39	2.6	43
19	O=C(CSc1nnc(-c2ccncc2)o1)NCc1ccc(Cl)cc1	-8%	0.7%	15%	-0.9%	19%	-0.1%	76%	i	58	6.7	80
20	Cc1ccc2oc3c(c(=O)c2c1)C(c1cccs1)N(CCCN(C)C)C3=O (stereo unspecified)	x	0.3%	-47%	-2.5%	1%	-0.3%	8%	i	26	x	x

# Part of the list above, with each value named:
13	O=C(NC1CCSc2ccccc21)c1ccc(F)c(S(=O)(=O)N2CCOCC2)c1 (stereo unspecified)
  Salmonella PhoP GFP: 2%
  GPR55 activation: 0.0%
  KOR beta-arrestin-1: -29%
  KOR beta-arrestin-2: 2.8%
  GPR35 arrestin U2OS: 11%
  West Nile antiviral: -0.1%
  GPR55 LPI antagonism: -15%
  T cell modulator: i
  T cell modulator vesicle-bound %: 58
  NTR1 agonist: -0.1
  NTR1 agonist cell count 20 µM: 64

16	C=CCN(Cc1cc(OC)ccc1OC)C(=O)c1cc2ccc(OC)cc2[nH]1
  Salmonella PhoP GFP: 20%
  GPR55 activation: 0.0%
  KOR beta-arrestin-1: -16%
  KOR beta-arrestin-2: -8.5%
  GPR35 arrestin U2OS: -9%
  West Nile antiviral: -0.9%
  GPR55 LPI antagonism: -4%
  T cell modulator: i
  T cell modulator vesicle-bound %: 15
  NTR1 agonist: 1.9
  NTR1 agonist cell count 20 µM: 101

15	CN1CCN(NC(=O)c2ccccc2F)CC1
  Salmonella PhoP GFP: -11%
  GPR55 activation: 0.0%
  KOR beta-arrestin-1: -22%
  KOR beta-arrestin-2: 5.0%
  GPR35 arrestin U2OS: -1%
  West Nile antiviral: 0.1%
  GPR55 LPI antagonism: -6%
  T cell modulator: i
  T cell modulator vesicle-bound %: 65
  NTR1 agonist: -0.2
  NTR1 agonist cell count 20 µM: 65

# Continued:
cpd	SMILES	Salmonella PhoP GFP	GPR55 activation	KOR beta-arrestin-1	KOR beta-arrestin-2	GPR35 arrestin U2OS	West Nile antiviral	GPR55 LPI antagonism	T cell modulator	T cell modulator vesicle-bound %	NTR1 agonist	NTR1 agonist cell count 20 µM
21	COc1ccc(N=C(N(C)C)P(=O)(N(C)C)N(C)C)cc1	3%	-0.2%	-55%	-6.1%	-5%	-0.7%	3%	i	43	-1.8	68
22	CC1(C)CC(=O)C(C=NCC2CCCO2)=C(O)C1 (stereo unspecified)	5%	-0.1%	0%	-1.9%	-10%	-0.3%	4%	i	30	-1.2	65
23	CC(=O)C1=C(O)C(=O)N(c2ccc(F)cc2)C1c1ccc(C)cc1 (stereo unspecified)	1%	-0.3%	-21%[20 µM]	3.9%	-4%	-1.2%	-4%	i	64	-1.0	67
24	O=C(NC(=S)Nc1cccnc1)c1cccs1	x	-0.3%	4%[20 µM]	-1.6%	8%	1.0%	5%	i	24	-1.2	54
25	COc1ccc(CN(CC(=O)NCCc2ccccc2)C(=O)CCC(=O)Nc2cc(C)ccn2)cc1	-5%	-0.2%	8%	-0.2%	-13%	-0.8%	14%	i	24	1.2	46
26	C=CCn1c(SCC(=O)NCCC2=CCCCC2)nc2ccc(Cl)cc2c1=O	-8%	0.2%	18%	8.4%	10%	-0.6%	7%	i	43	2.2	92
27	O=c1c2[nH]c3ccccc3c2ncn1Cc1cccnc1	-3%	-0.2%	17%	-0.8%	8%	-0.6%	8%	x	x	-1.5	87
28	CCOC(=O)c1c(NC(=O)NC(C)(C)C)sc2c1CCN(C)C2	-8%	-0.1%	12%	3.2%	-8%	0.1%	11%	i	47	1.8	54
29	COC(=O)c1cc(=O)n(CCc2ccc(OC)cc2)c(=Nc2ccc(F)c(Cl)c2)s1	-9%	0.2%	26%	-9.0%	1%	2.1%	24%	i	16	11	54
30	O=[N+]([O-])c1ccc(-c2ccc(/C=N/c3c(-c4ccco4)nc4ccccn34)o2)c(Cl)c1	7%	0.8%	-37%	-3.4%	-11%	x	17%	x	x	x	x
31	Cn1nnnc1SCC(=O)Nc1nc(-c2ccccc2)c(-c2ccccc2)o1	-9%	-0.1%	26%	-4.4%	6%	0.7%	3%	i	15	-0.6	47
32	CCn1c(C)nc2cc(C(=O)NNC(=S)NC(=O)c3ccc(OC)cc3)ccc21	0%	-0.3%	23%	-0.1%	11%	-0.3%	-2%	i	45	-0.4	52
33	CCOC(=O)c1sc2ncnc(N3CCN(C)CC3)c2c1C	7%	-0.1%	-52%[20 µM]	1.6%	10%	-0.2%	-10%	i	59	-0.6	99
34	Cc1ccccc1-c1nc(CS(=O)(=O)CC(=O)NCCCN2CCN(C)CC2)c(C)o1	7%	0.7%	-15%	-0.7%	-22%	-0.2%	0%	i	2	-0.9	68
35	CCN(CC)S(=O)(=O)c1ccc(OC)c(NC(=O)COc2ccccc2[N+](=O)[O-])c1	-2%	0.2%	-16%[20 µM]	x	11%	0.6%	5%	i	5	0.9	62
36	CN(C)CCCN(Cc1cc2cc3c(cc2[nH]c1=O)OCO3)C(=S)Nc1ccccc1	3%	-0.1%	16%[20 µM]	-2.8%	-15%	-0.5%	-1%	i	56	1.7	48
37	COc1nnc(-c2ccc(N3CCOCC3)c(NC(=O)C3CCCCC3)c2)c2ccccc12	5%	0.0%	2%	-0.9%	-2%	0.8%	-4%	i	39	0.9	78
38	COc1cc(C2C(C#N)=C(C)NC(C)=C2C#N)cc(OC)c1OC	6%	-0.2%	-3%	1.5%	-3%	-0.2%	-7%	i	19	-0.9	79
39	C=CCc1c(NCCO)nc(C)[nH]c1=O	-2%	0.0%	-27%[20 µM]	x	-3%	0.5%	12%	i	44	-0.2	56
